PKM2 act – qHTS Assay for Activators of Human Muscle isoform 2 Pyruvate Kinase; Pyruvate kinase PKM (Homo sapiens), P14618; purified PKM2, Kinase-Glo ATP luminescence, activation; response scale: 0% is enzyme alone, no compound; actives 0.34% (n = 260,000); Potency, µM (series often up to 57.5 µM), without a hit: at the highest dose activation, hits mostly activators; also: potency is read from the fitted curve at half-maximal effect; % is scaled to controls: 0 for no effect and ±100 for the full control effect; nearly all actives have a fitted effect of over 55% in size
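Kinase-Glo luminescence reports ATP generated from ADP (0.1 mM) and PEP (0.5 mM) by purified hPK-M2 after 1 h at room temperature, pH 7.2 imidazole buffer; intermediate enzyme activity allows detecting inhibitors and activators.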
MBNL1-CUG inh – qHTS Assay for Inhibitors of MBNL1-poly(CUG) RNA binding; Potency, µM (highest dose often 57.5 µM), for inactives: at the highest dose activity change, negative = inhibition, usual class: inhibitors; AID 2675, 2010; actives 0.036% (n = 280,000); TR-FRET MBNL1-His/biotin-(CUG)12 binding, 665/545 ratio; Muscleblind-like protein 1 (Homo sapiens), Q9NR56; active = well fitted inhibition curve with a large enough effect in the signal ratio, with a control signal flat, not every such curve was filed as active; inconclusive = small, poorly fitted or top-dose-only effect, or effect the other way, or a change in a side signal; inactive = no such curve, though single readings can be large or run the other way; the % refers to the signal ratio; also: potency is read from the fitted curve at half-maximal effect; % is scaled to controls: 0 for no effect and ±100 for the full control effect
Target sequence (Q9NR56 whole entry, looked up): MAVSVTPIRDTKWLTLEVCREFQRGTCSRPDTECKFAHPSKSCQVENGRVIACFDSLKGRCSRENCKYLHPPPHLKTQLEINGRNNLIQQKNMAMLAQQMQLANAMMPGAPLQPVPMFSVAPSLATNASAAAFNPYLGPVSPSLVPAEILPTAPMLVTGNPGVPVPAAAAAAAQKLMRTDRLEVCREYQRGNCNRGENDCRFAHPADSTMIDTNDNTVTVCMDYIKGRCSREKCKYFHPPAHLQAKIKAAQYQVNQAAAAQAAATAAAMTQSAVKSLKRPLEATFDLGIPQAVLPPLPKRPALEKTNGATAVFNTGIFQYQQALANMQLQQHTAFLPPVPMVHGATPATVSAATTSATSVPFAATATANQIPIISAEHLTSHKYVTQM
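TR-FRET between His-tagged MBNL1 and biotin-(CUG)12 RNA, detected with Tb anti-His antibody (0.055 ng/ul) and streptavidin-XL665 (5 nM), 60 min at room temperature. Compounds titrated 92 nM to 58 uM; 665/545 nm ratio normalized to buffer and complex controls.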
FLuc modulator – qHTS profiling assay for firefly luciferase inhibitor/activator using purifed enzyme and Km concentrations of substrates (counterscreen for miR-21 project); Luciferin 4-monooxygenase (Photinus pyralis), P08659; purified FLuc, Km substrates, luminescence inhibition; Potency, µM (top dose mostly 57.5 µM), without a hit: at the highest dose activity change, negative = inhibition, most hits filed as inhibitors; actives 6.9% (n = 360,000);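 also: potency is read from the fitted curve at half-maximal effect; plate controls were vehicle for no effect and reference inhibitor for full effect; nearly all actives have a fitted effect of over 55% in size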
Target sequence (P08659 whole entry, looked up): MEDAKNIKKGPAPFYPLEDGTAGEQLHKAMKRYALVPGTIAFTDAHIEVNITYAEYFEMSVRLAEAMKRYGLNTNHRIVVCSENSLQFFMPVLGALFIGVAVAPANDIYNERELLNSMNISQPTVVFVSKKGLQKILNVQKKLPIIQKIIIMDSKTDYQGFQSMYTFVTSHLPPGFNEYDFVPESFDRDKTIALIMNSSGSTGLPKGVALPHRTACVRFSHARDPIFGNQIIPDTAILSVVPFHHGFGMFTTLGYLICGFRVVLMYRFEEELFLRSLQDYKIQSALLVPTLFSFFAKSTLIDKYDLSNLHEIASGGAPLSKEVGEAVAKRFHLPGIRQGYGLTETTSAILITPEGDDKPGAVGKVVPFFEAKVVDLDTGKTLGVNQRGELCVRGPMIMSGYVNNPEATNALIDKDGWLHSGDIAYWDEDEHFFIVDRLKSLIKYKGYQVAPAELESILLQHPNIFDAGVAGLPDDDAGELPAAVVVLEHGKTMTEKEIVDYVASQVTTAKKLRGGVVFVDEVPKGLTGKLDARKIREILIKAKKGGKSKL
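Purified P. pyralis luciferase (10nM final) with 10uM D-luciferin and 10uM ATP (Km levels) in 50mM Tris acetate pH 7.5, 10mM Mg acetate, 0.01% Tween-20, 0.05% BSA; qHTS 6-point titration, ~60 µM downward; luminescence read.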
Gal4-VP16 FLuc – VP16 counterscreen qHTS for inhibitors of ROR gamma transcriptional activity | AID 2546, 2010 | actives 3.5% (n = 310,000) | Drosophila S2 Gal4-VP16 UAS-luciferase, luminescence, 20 h | Potency, µM (titrated, usually from 53.6 µM), inactives show at the highest dose activity, negative = inhibition, actives largely listed as inhibitors;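 also: Gal4-VP16 expression switched on by copper sulfate through the metallothionein promoter; potency is read from the fitted curve at half-maximal effect; % is scaled to controls: 0 for no effect and ±100 for the full control effect; nearly all actives have a fitted effect of over 50% in size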
KCNH2 3.1 block – qHTS for Inhibitors of KCHN2 3.1: Mutant qHTS; U2OS KCNH2 3.1, thallium flux FluxOr; stronger effect = lower value; activity change, % (tested at about 1.8 µM); actives 0.95% (n = 340,000); AID 720553, 2013;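 active = maximum activity change below -70%; inconclusive = maximum activity change from -70% to -50%; inactive = maximum activity change above -50%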;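 also: thallium influx rate constant from kinetic fluorescence after stimulation buffer; % is scaled to controls: 0 for no effect and ±100 for the full control effect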
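U2OS cells transduced with KCNH2 3.1 mutant virus (1.77 x 10^8 /mL, 4 h), plated overnight at 37 C, loaded 45 min with FluxOr dye plus Red40 quencher. Thallium flux rate constant from kinetic reads after stimulation buffer, normalised to controls.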
Rab9 prom act – qHTS Assay for Rab9 Promoter Activators; Potency, µM (series often up to 9.22 µM), for the others: top-dose activation, negative = inhibition, hits mostly activators; Huh7 Rab9 promoter-luciferase reporter, luminescence, 24 h; actives 2.8% (n = 320,000); also: potency is read from the fitted curve at half-maximal effect; % of control where 0% means no effect; nearly all actives have a fitted effect of over 60% in size
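Luciferase signal after 10 min detection reagent at ambient indicates Rab9 promoter upregulation; stably transfected Huh7 cells were treated 24 h with compound in DMSO at 37 °C, 5% CO2.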
Mito fusion yeast – qHTS Assay for Small Molecule Inhibitors of Mitochondrial Division or Activators of Mitochondrial Fusion. actives 0.23% (n = 320,000). S. cerevisiae fusion-defective mutant growth rescue, CellTiterGlo 48 h. AID 485298, 2010. Potency, µM (titrated, usually from 46.1 µM), inactives show at the top dose growth rescue (activation), actives largely listed as activators;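 also: potency is read from the fitted curve at half-maximal effect; % of control where 0% means no effect; nearly all actives have a fitted effect of over 45% in size; temperature-sensitive fusion mutants such as fzo1-1 at 37 °C on non-fermentable ethanol glycerol medium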
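S. cerevisiae fusion-defective temperature-sensitive mutants (e.g. fzo1-1, mgm1-5) grown 48 h at 37C in YPEG (ethanol/glycerol non-fermentable) medium with 23 nl compound per well; growth rescue read as CellTiterGlo luminescence.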
ELG1 DNA repair – qHTS screen for small molecules that inhibit ELG1-dependent DNA repair in human embryonic kidney (HEK293T) cells expressing luciferase-tagged ELG1; Potency, µM (titrated, usually from 46.1 µM), for inactives: at the highest dose activity change, negative = inhibition, actives largely listed as inhibitors; HEK293T ELG1-luciferase reporter, luminescence, 16 h; DNA damage induced by 5-fluorouridine; actives 2.3% (n = 330,000); also: potency is read from the fitted curve at half-maximal effect; % is scaled to controls: 0 for no effect and ±100 for the full control effect; nearly all actives have a fitted effect of over 55% in size
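Reporter activity after DNA damage by 5-fluorouridine is monitored. Compound-treated cells incubate 16 hr at 37 °C, then ONE-Glo is added for 30 min before luminescence reading.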
NPC1 promoter act – qHTS Assay for NPC1 Promoter Activators. actives 2.4% (n = 320,000). Huh7 NPC1 promoter luciferase reporter, 24 h. Potency, µM (titrated, usually from 9.22 µM), without a hit: at the top dose activation, usual class: activators. AID 485313, 2010;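 also: potency is read from the fitted curve at half-maximal effect; % of control where 0% means no effect; nearly all actives have a fitted effect of over 60% in size; reporter is driven by a mutant NPC1 promoter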
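Compounds in DMSO were transferred onto Huh7 NPC1-luciferase reporter cells pre-incubated 2 h; after 24 h at 37 °C, Amplite reagent was dispensed and luminescence recorded 10 min later.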
RORg inh – qHTS for inhibitors of ROR gamma transcriptional activity; actives 5.4% (n = 310,000); Drosophila S2 Gal4-RORgamma UAS-luciferase reporter, 20 h; Potency, µM (series often up to 53.6 µM), for the others: at the highest dose activity change, negative = inhibition, usual class: inhibitors; AID 2551, 2010; also: potency is read from the fitted curve at half-maximal effect; % is scaled to controls: 0 for no effect and ±100 for the full control effect; nearly all actives have a fitted effect of over 60% in size
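Stably transfected Drosophila Schneider cells are the test system, with ROR gamma fused to Gal4 and luciferase under UAS control; luminescence is read after 20 hr of 700 uM copper sulfate induction at ambient temperature.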
Menin MLL FP TR – qHTS Assay for Inhibitors Targeting the Menin-MLL Interaction in MLL Related Leukemias: Competition With Texas Red Labeled MLL-derived Mutant Peptide; O00255; Menin + Texas Red MLL mutant peptide, fluorescence polarization; Potency, µM (titrated, usually from 61.6 µM), without a hit: at the highest dose FP activity change, negative = inhibition, hits mostly inhibitors; actives 0.23% (n = 270,000); AID 1768, 2009; active = well fitted inhibition curve with a large enough effect in the polarisation, with a control signal flat, not every such curve was filed as active; inconclusive = small, poorly fitted or top-dose-only effect, or effect the other way, or a change in a side signal; inactive = no such curve, though single readings can be large or run the other way; the % refers to the polarisation; also: potency is read from the fitted curve at half-maximal effect; % of control where 0% means no effect; many of its hits are not listed in these tables
* = called active by the depositor; ? = inconclusive; nt = not tested or not shown; & = joins results of further samples; ! = not active in a repeat; [ ] = remark or other dose. Unless noted, calls follow the shape of the dose curve; as a rule, active = well fitted curve in the direction sought with a large enough effect; inconclusive = small, poorly fitted or top-dose-only effect, or another doubt; inactive = no such curve, though single readings can be large; an effect the other way counts as inactive or inconclusive. This is a subset; count on the stated rates, not on these rows.

SMILES	PKM2 act	MBNL1-CUG inh	FLuc modulator	Gal4-VP16 FLuc	KCNH2 3.1 block	Rab9 prom act	Mito fusion yeast	ELG1 DNA repair	NPC1 promoter act	RORg inh	Menin MLL FP TR
CC(=O)O[C@H]1CC[C@@]2(C)[C@H](C1)C(=O)C[C@H]1[C@@H]3CC[C@@H]4[C@@H](CN5C[C@@H](C)CC[C@H]5[C@@]4(C)O)[C@@H]3C[C@@H]12	nt	0%	0%	-3%	10	-1%	3%	4%	-5%	-19%	-17%
CCN1CCN(C(=O)Cc2coc3cc(C)cc(C)c23)CC1	-5%	8%	1%	-2%[0.365 µM]	-11	1%	-5%	12%	3%	-26%	15%
CCOC(C(=O)OCC(O)CN(CC)CC)(c1ccccc1)c1ccccc1 (stereo not given)	1%	1%	0%	-4%	20	-1%	-3%	-16%	-11%	-15%	-17%
CCN(N=Nc1nonc1OC)c1nonc1OC	1%	3%	5%	5%	0	0%	7%	23%	-4%	-18%	-3%
CCOC(=O)c1c(C)c(P(=S)(N2CCOCC2)N2CCOCC2)n(C)c1C	-5%	1%	-6%	-4%	8	-4%	3%	16µM*	-6%	-1%	-20%
C=CCn1c(O)c(/C=C2/C=CC=N2)c(=O)[nH]c1=O	1%	?	-9%	3%	8	-8%	-7%	?	1%	-36%	0%
O=P(c1ccccc1)(c1nc2ccccc2s1)N1CCOCC1 (stereo not given)	4%	0%	4%	7%	1	0%	-1%	-8%	-2%	4%	nt
c1ccc2c(CNC3CCCCC3)c[nH]c2c1	-9%	-1%	0%	-22%	-10	7%	-2%	?	-1%	-26%	-10%
Cc1cccc(C(=O)Nc2ccc(Cl)cc2C(=O)c2ccccc2)c1	1%	-3%	-6%	-7%	26	0%	8%	?	-5%	0%	-8%
S=C(NC1CCCCC1)N1CCC(c2cnc[nH]2)CC1	nt	nt	nt	-4%	-6	-8%[46.1 µM]	-2%	nt	-9%[46.1 µM]	33%	1%
O=C(Oc1c(Br)cc(Br)c2cccnc12)N1CCCCC1	0%	54%[activator]	?	?	-1	-12%	15%	-14%	1%	?	-5%
O=c1[nH]c(=S)[nH]c(O)c1N=Nc1ccc(OC(F)F)cc1	-3%	nt	5.4µM*	-18%	6	2µM*	-2%	?	?	1%	?
Cc1ccc(-n2c(O)c(C=NCc3cccnc3)c(=O)[nH]c2=O)cc1C	5%	2%	9%	-9%	-3	-10%	-4%	7%	2%	5%	4%
COC(=O)C1=C(c2c(C)noc2C)C[C@@H]2CC[C@H]1N2C(=O)NCc1ccc(C(F)(F)F)cc1	nt	nt	-1%	nt	-6	-2%	-12%	17%	-8%	nt	nt
COc1ccc(CCn2c(NN=C3CCCC3)nc3c2c(=O)[nH]c(=O)n3C)cc1	-3%	-6%	-1%	-11%	2	?	-3%	-17%	-2%	-2%	nt
Cn1c(=O)cc(SCC(=O)N2CCC3(CC2)OCCO3)c2ccccc21	0%	10%	-7%	3%	-12	-5%	0%	?	1%	-31%	-12%
CN(C)CCOC(=O)c1cn(Cc2ccccc2)c2ccccc12	-1%	-1%	-3%	-10%	nt	-1%	-6%	-19%	-4%	0%	-20%
CC(=O)c1c(O)c(C)c(O)c(Cc2c(O)c3c(c(C(=O)/C=C/c4ccccc4)c2O)OC(C)(C)C=C3)c1O	nt	nt	nt	6%	nt	-18%[46.1 µM]	?	nt	-14%[46.1 µM]	16%	?
BrCCc1ccccc1	nt	nt	0%	5%	-14	-5%	8%	11%	6%	-1%	nt
CCN(CC)S(=O)(=O)c1ccc(C(=O)NC2CN3CCC2CC3)cc1 (stereo not given)	nt	-4%	2%	2%	-9	-11%	6%	-19%	3%	2%	?
COc1ccc2c(c1OC)CN1CCc3cc4c(cc3[C@H]1C2)OCO4	nt	nt	-1%	-8%[17 µM]	nt	-3%	11%	-9%	0%	9%[16.9 µM]	-13%[24.8 µM]
O=C(COc1ccc(Cl)cc1)N(c1ccc(Cl)cc1)C1CN2CCC1CC2 (stereo not given)	-1%	-6%	1%	-5%	-39	-8%	-11%	24%	-6%	-8%	nt
O=C1c2cc([N+](=O)[O-])ccc2-c2ncccc21	-6%	?	0%	2%	-9	-5%	-1%	-7%	-5%	3%	nt
CC(C)(C)C(=O)c1cn(Cc2ccccc2)c2ccccc12	-1%	1%	1%	-1%	-5	-2%	-2%	-4%	-3%	2%	16%
COC(=O)C1=C(c2ccccc2)C[C@@H]2CC[C@H]1N2C	nt	nt	4%	nt	-4	-5%	-7%	14%	-2%	nt	nt
Other compounds
SMILES	PKM2 act	MBNL1-CUG inh	FLuc modulator	Gal4-VP16 FLuc	KCNH2 3.1 block	Rab9 prom act	Mito fusion yeast	ELG1 DNA repair	NPC1 promoter act	RORg inh	Menin MLL FP TR
Cc1nc2cc(-c3cccc(F)c3)nn2c(C)c1CCC(=O)N1CCC2(CC1)OCCO2	0%	7%	?	-2%	4	-2%	0%	11%	0%	?	-12%
C/C1=C\[C@@H](C)C/C=C/[C@H]2[C@@H]3O[C@]3(C)[C@@H](C)[C@H]3[C@H](Cc4c[nH]c5ccccc45)NC(=O)[C@]32C(=O)/C=C/C(=O)[C@@H]1O	?	-4%	-7%	11µM*	1	-7%	-19%	?	-19%	5.6µM*	26%
CC(=C1C(=O)c2ccccc2C1=O)N1CCN(CCN=Cc2c(O)n(C)c(=O)n(C)c2=O)CC1	1%	2%	3%	-4%	10	-8%	3%	-20%	5%	7.1µM*	5%
Cc1c(C(c2ccc(F)cc2)c2c(O)c3ccccc3oc2=O)c(=O)n(-c2ccccc2)n1C (stereo not given)	6%	3%	9%	3%	4	-2%	5%	10%	-2%	5%	6%
CCCC1COC(Cn2cncn2)(c2ccc(Cl)cc2Cl)O1 (stereo not given)	-2%	-20%	4%	18µM*!	-3	4%	?	0%	-2%	?	-11%&9%
COc1cc(/C=C/c2nc3ccccc3c(=O)n2-c2ccccc2O)ccc1O	nt	10%	17µM*	-11%	0	1%	-8%	?	1%	32%	?
CN1C(=O)NC(=O)/C(=C/c2ccc(C(=O)O)cc2)C1=O	-2%	-16%	?	-5%	11	1%	-5%	1%	-4%	7%	nt
COC(=O)C1=C(c2ccc(C(C)=O)cc2)C[C@@H]2CC[C@H]1N2C(=O)NCc1ccco1	nt	nt	-12%	nt	nt	1%	-8%	24%	-2%	nt	nt
CC1(C)CC(=O)C2=C(C1)OC(N)=C([N+](=O)[O-])C2c1ccc(C#N)s1 (stereo not given)	-6%	?	-4%	-5%	2	0%	-2%	4%	-1%	27%	12%
COCc1cc(OC(=O)N(C)C)nc2c1c(C)nn2C	-2%	nt	-1%	8%	-3	-10%	0%	11%	-1%	-2%	nt
O=C(Cn1cc(C(=O)c2ccccc2)c2ccccc21)NCc1ccco1	-4%	12%	?	-1%	-1	21%	4%	?	5%	12%	8%
COC(=O)c1ccc2ccn(CC(=O)NC(C)C)c2c1	-3%	-7%	5%	-1%	4	-4%	6%	?	-3%	-13%	-19%
CC(=O)OC1C2CCC1C(N1CCCCC1)CC2 (stereo not given)	-13%	-1%	4%	0%	1	-2%	-4%	13%	3%	-13%	7%
OC1/C(=C/c2ccc(C(F)(F)F)cc2)N2CCC1CC2 (stereo not given)	2%	0%	?	25%	-1	20%	7%	?	10%	35%	0%
CCC(C)NS(=O)(=O)c1ccc(OCC(=O)N2CCN(CC)CC2)cc1 (stereo not given)	-8%	-10%	-2%	-15%	-11	-3%	5%	13%	5%	36%	-8%
COc1ccccc1CN1CCN(Cc2ccc(Cl)cc2)CC1	5%	-7%	-1%	-9%	-14	-7%	7%	-22%	-3%	-4%	-9%
CN1CCN(c2ccccc2N)CC1	-13%	9%	-3%	-10%	-1	nt	-6%	nt	nt	-5%	15%

Bioassay records deposited in PubChem by National Center for Advancing Translational Sciences (NCATS).
